Compound activity (PubChem)
PLCg1 inh: PLC-gamma1 enzyme inhibitors, primary screen, biochemical, fluorescence, purified enzyme. 370,000 tested, 0.84% active. fluorogenic substrate. inhibition, % at 12.2 µM. 1-phosphatidylinositol 4,5-bisphosphate phosphodiesterase gamma-1 (Homo sapiens), P19174; in the data active = inhibition above about 9.5%
Target sequence (P19174 whole entry, looked up): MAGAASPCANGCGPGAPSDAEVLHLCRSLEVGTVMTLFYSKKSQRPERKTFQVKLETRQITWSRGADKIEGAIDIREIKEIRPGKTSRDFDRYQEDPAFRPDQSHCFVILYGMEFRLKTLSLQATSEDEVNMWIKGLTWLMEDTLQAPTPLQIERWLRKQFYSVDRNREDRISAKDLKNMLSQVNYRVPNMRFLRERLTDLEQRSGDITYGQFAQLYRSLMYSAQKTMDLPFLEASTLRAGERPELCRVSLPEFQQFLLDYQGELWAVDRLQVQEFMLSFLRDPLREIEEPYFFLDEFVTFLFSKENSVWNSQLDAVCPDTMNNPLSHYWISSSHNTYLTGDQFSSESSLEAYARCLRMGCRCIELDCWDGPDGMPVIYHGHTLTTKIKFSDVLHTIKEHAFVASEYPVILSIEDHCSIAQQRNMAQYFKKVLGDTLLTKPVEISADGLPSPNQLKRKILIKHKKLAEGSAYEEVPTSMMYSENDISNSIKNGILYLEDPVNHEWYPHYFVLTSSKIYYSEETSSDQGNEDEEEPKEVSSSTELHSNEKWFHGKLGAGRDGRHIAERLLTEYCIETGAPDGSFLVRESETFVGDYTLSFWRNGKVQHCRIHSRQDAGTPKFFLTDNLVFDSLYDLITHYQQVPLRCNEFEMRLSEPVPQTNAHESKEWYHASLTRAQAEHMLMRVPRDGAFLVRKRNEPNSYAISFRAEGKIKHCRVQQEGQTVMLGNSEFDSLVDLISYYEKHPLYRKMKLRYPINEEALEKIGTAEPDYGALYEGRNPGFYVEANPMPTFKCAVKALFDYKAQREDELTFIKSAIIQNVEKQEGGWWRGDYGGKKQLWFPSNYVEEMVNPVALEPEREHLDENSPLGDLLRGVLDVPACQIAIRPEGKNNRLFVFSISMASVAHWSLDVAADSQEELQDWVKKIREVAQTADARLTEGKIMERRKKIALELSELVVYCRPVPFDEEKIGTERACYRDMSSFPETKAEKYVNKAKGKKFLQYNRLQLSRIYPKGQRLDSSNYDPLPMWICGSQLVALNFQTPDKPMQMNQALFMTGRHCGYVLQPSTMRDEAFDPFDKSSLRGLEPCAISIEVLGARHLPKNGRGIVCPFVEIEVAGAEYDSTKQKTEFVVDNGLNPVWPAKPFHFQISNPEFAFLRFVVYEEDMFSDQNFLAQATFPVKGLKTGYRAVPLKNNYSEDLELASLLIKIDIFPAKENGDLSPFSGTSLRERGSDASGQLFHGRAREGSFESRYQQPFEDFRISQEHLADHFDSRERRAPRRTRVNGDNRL
DAX1 inh-1: DAX1 (NR0B1) inhibitors, primary screen, cell-based, HEK293, Gal4-DAX1, luciferase luminescence | HEK293 Gal4-DAX1 luciferase reporter | AID 504766, 2011 | inhibition, % at 6.75 µM | Nuclear receptor subfamily 0 group B member 1 (Homo sapiens), P51843 | 340,000 tested, 0.99% active;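 active = inhibition above the mean over all tested compounds plus 3 SD, cut at about 4.2% in these data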;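 note: 0% = DAX1-transfected cells with DMSO and 100% = empty-vector control cells with DMSO; inhibition shows as a rise in luminescence from relieved DAX1 repression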
SMARCA2 activ: SMARCA2 (BRM) function activators, primary screen, cell-based, luminescence, high throughput; MG213 cells, MMTV-luciferase reporter, dexamethasone, overnight; activation, % at 9.1 µM; 370,000 tested, 1% active; in the data active = activation above about 7.8%;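 note: 0% = vehicle wells and 100% = reference activator wells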
PLCb3 inh: human PLC-beta3 inhibitors, primary screen, biochemical, fluorescence | 1-phosphatidylinositol 4,5-bisphosphate phosphodiesterase beta-3 (Homo sapiens), Q01970 | Purified PLC-beta3, fluorogenic substrate | inhibition, % at 12.2 µM | 370,000 tested, 0.18% active | AID 720704, 2013; in the data active = inhibition above about 11%;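 note: 0% = median of compound wells on plate and 100% = full blocker control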
ADAM17 inh: ADAM17 inhibitors, primary screen, biochemical, QFRET; Disintegrin and metalloproteinase domain-containing protein 17 (Homo sapiens), P78536; recombinant ADAM17, EDANS/DABCYL FRET peptide cleavage; inhibition, % at 6.95 µM; 370,000 tested, 0.83% active; AID 720648, 2013;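 active = inhibition above the mean of compounds lying between control limits plus 3 SD, set per campaign, cut at about 8.5% in these data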;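 note: 0% = DMSO-only wells as the low control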
NR1D1 modulator: modulators of Rev-erb alpha DNA binding, primary screen, biochemical, FITC-DNA, fluorescence polarization, uHTS. activity, % at 10 µM. Nuclear receptor subfamily 1 group D member 1 (Homo sapiens), P20393. Rev-erbα–FITC-DNA binding, 90 min. 370,000 tested, 0.79% active;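 active = activity above about 14%, limit read from the data; passing the limit was not always enough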;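 note: 0% = DMSO wells with 35 nM protein and 100% = DMSO wells with 750 nM protein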
MBD2 DNA inh: inhibitors of MBD2 binding to methylated DNA, primary screen, biochemical, TR-FRET, DNA-binding domain, human. Methyl-CpG-binding domain protein 2 (Homo sapiens), Q9UBB5. MBD2 binding to methylated oligonucleotide. inhibition, % at 4.4 µM. 370,000 tested, 0.31% active. AID 686964, 2013; in the data active = inhibition above about 13%
hgDAF12 agonist: H. glycines DAF-12 receptor agonists, primary screen, cell-based, luminescence, HEK293, GAL4 fusion, UAS-luciferase | Nuclear hormone receptor DAF-12 (Heterodera glycines), GAL4 fusion | HEK293 GAL4-hgDAF12 UAS-luciferase reporter, agonist luminescence; normalized to butyrate control | activation, % at 6.8 µM | 370,000 tested, 1.8% active | AID 687014, 2013;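 active = activation above a cutoff set at the mean of all screened compounds plus 3 SD, cut at about 10% in these data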;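 note: 0% = DMSO wells and 100% = sodium butyrate wells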
DAX1 inh-2: DAX1 (NR0B1) inhibitors on StAR promoter, primary screen, cell-based, luminescence, SF-1 (NR5A1), full-length DAX-1. HEK293T StAR-luciferase reporter, SF-1/DAX-1 repression relief. inhibition, % at 6.8 µM. 370,000 tested, 1.1% active. AID 652010, 2013;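 active = inhibition above the mean over all tested compounds plus 3 SD, cut at about 3.6% in these data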;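 note: 0% = DAX-1 cells with DMSO and 100% = cells lacking DAX-1 with DMSO; higher inhibition means more luminescence from relief of DAX-1 repression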
hcDAF-12 act: H. contortus DAF-12 nuclear receptor activators, primary screen, cell-based, luminescence, HEK293, lit1-tk-luc reporter. 370,000 tested, 1.4% active. HEK293 hcDAF-12 lit1-tk-luc reporter; 0% DMSO, 100% Δ7-dafachronic acid. activation, % at 6.8 µM;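 active = activation above the mean of all tested compounds plus 3 SD, cut at about 5.5% in these data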;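 note: 100% = response to 3 µM Δ7-dafachronic acid high control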
ssDAF12 agonist: S. stercoralis DAF-12 nuclear receptor activators, primary screen, cell-based, luminescence, HEK293, GRIP1 co-expression, lit1-tk-luc; HEK293 ssDAF-12/GRIP1 lit1-tk-luc reporter; % of 3 µM dafachronic acid response; AID 652126, 2013; 370,000 tested, 1% active; activation, % at 6.8 µM; Nuclear hormone receptor DAF-12 (Strongyloides stercoralis);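 active = activation above the mean over all tested compounds plus 3 SD, cut at about 0.9% in these data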;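 note: 0% = DMSO-only wells and 100% = 3 µM delta7-dafachronic acid wells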
The depositor's hits bear a star; i = inactive; nt = not tested or not shown.

SMILES | PLCg1 inh | DAX1 inh-1 | SMARCA2 activ | PLCb3 inh | ADAM17 inh | NR1D1 modulator | MBD2 DNA inh | hgDAF12 agonist | DAX1 inh-2 | hcDAF-12 act | ssDAF12 agonist
Cc1oc2c(c(C)cc3oc(=O)c(CC(=O)NCC(=O)NCC(=O)O)c(C)c32)c1C | i | 1.1 | 1 | i | -139 | -7 | -3 | -2.4 | -0.4 | -1.0 | -1.1
CCc1ccc(NC2=NCC(=O)N2c2ccc3c(c2)OCCO3)cc1 | -2 | 1.0 | -2 | -4 | -3 | 0 | -2 | -0.7 | -0.2 | 0.2 | -1.2
COc1ccc(C2(C)NC(=O)N(CC(=O)NCc3ccccc3)C2=O)cc1OC (stereo not given) | 0 | 1.0 | -2 | 0 | 0 | 5 | -1 | -0.6 | 0.0 | 0.2 | -0.9
CCC(CC)c1nnc(NC(=O)Oc2ccccc2)s1 | 0 | -0.9 | -1 | 1 | -3 | 3 | -5 | -1.8 | -0.4 | -2.1 | -1.4
COc1ccc(NC(=O)c2cn(-c3ccccc3)nc2SC)cc1 | 0 | 1.0 | -1 | -10 | 4 | -1 | -4 | 0.2 | 0.8 | -1.1 | -2.1
O=C(CN1CCN(S(=O)(=O)c2ccc(F)cc2)CC1)Nc1ccc2c(c1)OCCO2 | 2 | -0.7 | 2 | 4 | 1 | 4 | -6 | 2.7 | -1.8 | -0.7 | -0.8
C[C@H]1CN([C@@H](C)CO)C(=O)c2cc(-c3cccc(F)c3)cnc2O[C@@H]1CN(C)S(C)(=O)=O | 2 | 3.1 | 3 | 1 | 1 | -3 | -8 | 3.8 | 0.7 | -1.6 | -1.2
COc1ccc(NS(=O)(=O)c2ccc(O)c(C(=O)OCC(=O)NC(C)C3CC4CCC3C4)c2)cc1 (stereo not given) | -1 | -0.1 | -2 | -8 | -6 | -4 | -2 | -0.9 | -0.2 | 1.2 | -0.8
COc1ccc(CN2C/C(=C/c3ccc(C)cc3)N3C(=O)C[C@@H](c4ccccc4)N=C23)c(OC)c1 | -10 | nt | -5 | -9 | 2 | 2 | 5 | 1.7 | -1.3 | -1.4 | -1.2
NC(=O)COc1ccc(/C=C2\C(=O)ON=C2c2ccccc2)cc1 | 1 | -0.1 | -2 | -7 | -5 | -4 | 3 | 2.5 | -0.4 | -0.1 | -0.9
O=C(O)/C=C/C(=O)N1CCN(c2ccc(F)cc2)CC1 | 0 | -0.3 | -1 | 1 | 0 | 0 | -2 | -0.8 | 0.8 | -0.4 | -1.4
COc1ccc(C(=O)NCCCc2nc3ccccc3n2Cc2cc(C)ccc2C)cc1OC | 5 | -0.8 | 4 | 7 | 3 | 0 | -6 | -5.0 | -0.4 | -2.1 | -1.6

Record cards, as listed above:
CCC(CC)c1nnc(NC(=O)Oc2ccccc2)s1 is listed with PLCg1 inh: 0; DAX1 inh-1: -0.9; SMARCA2 activ: -1; PLCb3 inh: 1; ADAM17 inh: -3; NR1D1 modulator: 3; MBD2 DNA inh: -5; hgDAF12 agonist: -1.8; DAX1 inh-2: -0.4; hcDAF-12 act: -2.1; ssDAF12 agonist: -1.4
C[C@H]1CN([C@@H](C)CO)C(=O)c2cc(-c3cccc(F)c3)cnc2O[C@@H]1CN(C)S(C)(=O)=O is listed with PLCg1 inh: 2; DAX1 inh-1: 3.1; SMARCA2 activ: 3; PLCb3 inh: 1; ADAM17 inh: 1; NR1D1 modulator: -3; MBD2 DNA inh: -8; hgDAF12 agonist: 3.8; DAX1 inh-2: 0.7; hcDAF-12 act: -1.6; ssDAF12 agonist: -1.2

Following part
SMILES | PLCg1 inh | DAX1 inh-1 | SMARCA2 activ | PLCb3 inh | ADAM17 inh | NR1D1 modulator | MBD2 DNA inh | hgDAF12 agonist | DAX1 inh-2 | hcDAF-12 act | ssDAF12 agonist
COc1ccc(C(c2c(C)[nH][nH]c2=O)c2c(C)[nH][nH]c2=O)cc1Br | 1 | 0.2 | 0 | -2 | -3 | -4 | -4 | -0.9 | -0.3 | 0.6 | -1.3
O=c1nc(SCc2ccccc2Cl)nc(-c2ccc(Cl)cc2)[nH]1 | 6 | 1.1 | -3 | -5 | 0 | 4 | 2 | -0.6 | -0.1 | -1.2 | -0.7
COc1cc(NC(=S)N2CCN(C(c3ccccc3)c3ccccc3)CC2)cc(OC)c1 | -1 | -0.4 | -2 | -2 | -2 | 0 | 1 | -3.5 | 0.3 | 0.6 | -1.6
CCC(=O)Nc1ccc(Nc2nc(Cl)nc(Nc3ccc(NC(=O)CC)cc3)n2)cc1 | 1 | 0.4 | 2 | 2 | -2 | -3 | 1 | -0.2 | 0.0 | -0.9 | -1.3
COc1ccccc1N(C(=O)c1snc(C(N)=O)c1N)C(C(=O)NC1CCCC1)c1ccco1 (stereo not given) | -93 | 2.6 | -1 | -122 | -105 | 2 | 2 | -1.3 | -0.3 | -0.4 | -1.0
COc1cccc(C(C)=C2SC(=S)NC2=O)c1 | 2 | 0.9 | -5 | -2 | -2 | -5 | 2 | 1.6 | 0.2 | 2.2 | 0.0
CCn1c(SCC(=O)N2CCCCC2C)nc2c1c(=O)n(C)c(=O)n2C (stereo not given) | 0 | -0.3 | -1 | -1 | 1 | 2 | 0 | -2.0 | -0.1 | 0.3 | -0.9
Cc1nc(CNC(=O)CC2C(=O)NCCN2Cc2ccc(F)cc2)cs1 (stereo not given) | -11 | 0.3 | 2 | -11 | -4 | 1 | -8 | -0.2 | -1.2 | -0.2 | -1.0
COc1ccccc1NS(=O)(=O)c1cccc(NC(=O)CCNC(=O)c2ccccc2OC)c1 | 0 | -0.9 | -1 | -1 | 1 | -3 | -2 | -2.5 | -1.1 | -0.9 | -2.2
Cc1cccc(C)c1NC(=S)/N=C/N(C)C | 0 | 1.4 | 3 | 6 | -3 | 0 | -2 | -2.0 | 0.6 | 1.1 | -1.4
COC(=O)c1ccccc1S(=O)c1snnc1C (stereo not given) | 8 | -0.8 | 2 | 6 | 1 | -5 | 3 | 2.0 | 0.4 | 0.0 | -1.0
CCN(CC)c1nc(Nc2ccccc2)nc(Oc2ccc(=O)n(C)n2)n1 | 3 | 2.2 | -3 | 3 | -1 | -5 | 4 | -3.8 | 0.4 | 1.0 | -1.1
COc1ccc(CCNCC2C(Oc3ccc(Cl)cc3)C(=O)N2c2ccccc2C)cc1OC (stereo not given) | -1 | -0.6 | 0 | -4 | 0 | -5 | 10 | 0.1 | -0.9 | -0.4 | -0.8
CCc1c(C(=O)N/N=C/c2ccc(C)o2)csc1C | 2 | -2.1 | -4 | -1 | -1 | -3 | 2 | 2.5 | -0.3 | -1.2 | -1.5
Cc1noc(C)c1S(=O)(=O)Nc1ccc(C(=O)N2CCN(c3ccc(Cl)cc3)CC2)cc1 | -2 | -0.8 | -3 | -2 | -4 | 1 | 0 | -1.0 | -1.3 | -0.1 | -1.2
O=C(CCS(=O)(=O)c1ccc(Br)cc1)Nc1ccc2c(c1)OCO2 | -5 | 0.2 | 2 | -5 | -1 | 1 | 0 | 1.1 | 0.1 | 0.4 | -0.8
Cc1ccc(C)c(NC(=O)c2ccccc2Sc2ccc([N+](=O)[O-])cc2Cl)c1 | 3 | -1.6 | 1 | 4 | 0 | 0 | -4 | -1.0 | -0.6 | -0.3 | -1.4
COc1ccc(-c2cc(C(=O)Nc3ccc(OC)c(OC)c3)[nH]n2)c(C)c1 | -1 | nt | 1 | 0 | -3 | 2 | 1 | -0.7 | -0.1 | -2.3 | -1.9
C=C1Cn2c(nnc2-c2ccc(Cl)cc2)S1 | 4 | 3.5 | 0 | 2 | 0 | 2 | -2 | -1.2 | 0.2 | -2.2 | -0.9
Cc1ccc(NC(=O)C2(C)CCN2C(=O)c2ccccc2CCc2ccccc2)cc1C (stereo not given) | 3 | nt | -6 | 0 | 5 | 7 | -6 | -1.0 | 0.4 | -2.1 | -0.8
CCOC(=O)CSc1nc2ccccc2c(=O)n1CC1COc2ccccc2O1 (stereo not given) | 9 | -0.4 | -6 | -1 | -1 | -1 | 1 | 1.1 | 0.4 | -1.7 | -1.4
CN(C)C(=O)NC(NC(=S)Nc1ccccc1)C(Cl)(Cl)Cl (stereo not given) | 4 | 0.2 | 1 | -1 | 2 | 0 | -3 | -1.9 | 0.0 | 1.5 | -0.9
O=c1cc(-c2ccccc2)c2ccccc2[nH]1 | 0 | 0.3 | 4 | -5 | -9 | -1 | 1 | -1.6 | -0.5 | -1.5 | -1.1
COCCn1c(SCC(=O)Nc2cccc(NC(C)=O)c2)nc2c([nH]c3ccccc32)c1=O | -3 | -0.7 | -1 | -6 | -5 | -4 | 2 | -2.8 | -1.2 | 1.3 | -0.2
NS(=O)(=O)c1ccc(N/N=C/c2cn(-c3ccccc3)nc2-c2cccs2)c([N+](=O)[O-])c1 | 1 | -0.7 | -3 | -8 | -5 | 0 | 3 | -0.9 | 0.3 | -0.8 | -1.1
Cc1c(C(=O)Nc2c(F)cccc2F)sc2ncn(CC(=O)N3CCCCC3)c(=O)c12 | -6 | -0.1 | 0 | -6 | -1 | 0 | -7 | 0.8 | -1.6 | -0.8 | -1.4
CC(=O)C1=C(c2ccccc2)NC(=O)NC1c1ccc2c(c1)OCO2 (stereo not given) | 2 | 0.8 | -3 | 2 | -1 | 3 | 6 | -1.3 | -0.5 | -1.6 | -1.4
Cc1c(NC(=O)c2ccccc2N)cccc1C(=O)O | -32 | 0.4 | 5 | -44 | -28 | 1 | 5 | 5.2 | 1.0 | 0.6 | -1.0
O=C(Nc1ccc(F)cc1)c1ccc(Cn2cnnn2)cc1 | 5 | -0.3 | -4 | 0 | -6 | -1 | 8 | 3.4 | 0.5 | -0.6 | -1.6
CCCCCn1c(SCC(=O)c2ccccc2)nc2cc(C(=O)NCc3ccco3)ccc2c1=O | 7 | 0.4 | -3 | 0 | 0 | -3 | 2 | -0.4 | 0.6 | 0.5 | -0.7
Cc1ccc2nc(-c3ccccc3)c(Cc3ccccc3C(F)(F)F)n2c1 | -5 | nt | 3 | -13 | -5 | 1 | 5 | 8.7 | 4.7* | 3.8 | -0.1
Cc1ccccc1NC(=O)CCN1C(=O)c2ccccc2C1=O | 1 | 0.7 | -1 | -3 | -1 | 4 | 5 | 1.1 | 0.2 | -0.1 | -1.2
